Bioassay records from PubChem.
STK33 inh = inhibitors of human STK33 kinase; Q9BYT3; purified STK33, MBP phosphorylation, ADP-Glo luminescence; inhibition, % at 10 µM; 320,000 compounds, 0.073% hits; AID 2661;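 active means inhibition at or above 25%, using the most active replicate where run in duplicate; inactive means inhibition below 25%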
Target sequence (Q9BYT3 whole entry, looked up): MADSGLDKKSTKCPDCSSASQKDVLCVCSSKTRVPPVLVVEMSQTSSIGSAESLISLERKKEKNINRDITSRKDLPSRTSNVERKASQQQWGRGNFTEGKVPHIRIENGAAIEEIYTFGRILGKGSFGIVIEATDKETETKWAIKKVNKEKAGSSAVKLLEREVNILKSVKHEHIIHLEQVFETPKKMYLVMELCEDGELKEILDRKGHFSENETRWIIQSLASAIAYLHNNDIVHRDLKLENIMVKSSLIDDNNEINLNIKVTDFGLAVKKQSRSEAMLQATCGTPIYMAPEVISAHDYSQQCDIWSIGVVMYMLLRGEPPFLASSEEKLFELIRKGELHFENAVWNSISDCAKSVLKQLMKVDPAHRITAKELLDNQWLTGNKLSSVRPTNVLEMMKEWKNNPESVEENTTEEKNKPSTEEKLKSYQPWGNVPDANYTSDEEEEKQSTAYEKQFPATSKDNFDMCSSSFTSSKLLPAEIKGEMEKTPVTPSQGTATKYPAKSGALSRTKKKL
KCNQ2 inh = KCNQ2 channel blockers in CHO-K1 cells – cell-based, FluxOR thallium flux, B-score, primary screen (AID 2156). 310,000 compounds, 1.1% hits. O88943. 20 min; hits give low values. B-score at 10 µM;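 active means fluorescence ratio B-score at most minus 3 library SDs, with starting brightness B-score within 2 library SDs, cut at about -5.5 in these data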
Kir21 block = blocks the mouse Kir2.1 inward-rectifier potassium channel. P35561. HEK293-Kir2.1, FluxOR thallium flux fluorescence; hits give low values. B-score at 10 µM. 310,000 compounds, 0.85% hits;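 active means fluorescence ratio B-score at or below minus 3 SD of library scores, with starting-brightness B-score within 2 SD, cut at about -4.2 in these data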;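 further: channel flux triggered by added potassium and thallium sulfate stimulus; B-score of peak minus minimum fluorescence over baseline after thallium stimulus; more negative B-score means stronger Kir2.1 block with less thallium influx; some compounds called inactive have numbers as strong as hits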
Target sequence (P35561 whole entry, looked up): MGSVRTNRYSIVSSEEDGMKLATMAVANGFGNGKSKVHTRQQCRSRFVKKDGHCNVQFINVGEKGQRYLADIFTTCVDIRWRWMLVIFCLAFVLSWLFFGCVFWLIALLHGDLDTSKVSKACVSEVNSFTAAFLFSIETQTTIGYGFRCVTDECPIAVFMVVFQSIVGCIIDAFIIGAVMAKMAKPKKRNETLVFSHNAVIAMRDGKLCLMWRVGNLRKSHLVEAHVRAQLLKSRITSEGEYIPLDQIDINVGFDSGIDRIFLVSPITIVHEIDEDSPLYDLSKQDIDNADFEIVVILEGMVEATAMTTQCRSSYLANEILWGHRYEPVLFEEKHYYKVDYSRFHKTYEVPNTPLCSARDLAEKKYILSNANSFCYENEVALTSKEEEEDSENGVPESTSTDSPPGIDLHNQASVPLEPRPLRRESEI
* = called active by the depositor; i = inactive; · = no result given.

compound	STK33 inh	KCNQ2 inh	Kir21 block
Cc1cc2cc(CNC(=S)Nc3ccc(OC(F)(F)F)cc3)ccc2[nH]1	-0.9	i	-0.25
C[C@H](NC(=O)C1CCN(C(=O)[C@H](Cc2ccccc2)NC(=O)OC(C)(C)C)CC1)C(=O)O	-0.5	i	0.59
Cc1cc(=O)oc2cc(OC(C)C(=O)NCCCn3ccnc3)ccc12 (stereo not given)	-1.3	i	-1.3
Nc1ccc(Oc2ccccc2F)nc1	-0.5	i	0.49
COc1ccc(/C=N/NC(=O)C(N)=O)c(OC)c1OC	1.2	i	-0.02
Cc1c(C(N)=O)sc2ncn(CCOc3ccccc3)c(=O)c12	-0.1	i	1
C=CCn1c(SCC(=O)Nc2ccc3c(c2)CCC3)nnc1-c1cccs1	-0.1	i	-1.3
Cc1cccc(-n2c(-c3ccco3)n[nH]c2=S)c1	-1.5	i	-0.43
CC(C)Cc1ccc(C(C)C(=O)Nc2ccc(O)cc2)cc1 (stereo not given)	-5.0	i	-0.47
Cc1ccc2c(c1)N(C(=O)CCC(=O)N1CCc3ccccc3C1)CCO2	-1.1	-5.7*	0.13
C=CCc1cccc2cc(C(=O)NNC(=O)c3ccncc3)c(=O)oc12	1.2	i	-0.4
CCCN1C(=O)/C(=C/c2cc(C)n(C)c2C)SC1=Nc1ccc(OCC)cc1	-1.8	i	-1.1
CCCCCN(C(=O)CCC(=O)OCC(=O)N1CCCCC1)c1c(N)n(CCCC)c(=O)[nH]c1=O	0.0	i	0.17
COc1ccc(NC(=O)c2sc3ncn(CC(=O)N4CCN(c5ccccn5)CC4)c(=O)c3c2C)c(OC)c1	-0.2	i	1.3
O=[N+]([O-])c1ccccc1S(=O)(=O)N1CCN(C2CCCC2)CC1	-0.5	i	1.5
Cc1ccc(C=Nc2ccccc2C(N)=O)o1	3.1	i	-0.38
O=C(Nc1ccccc1Cl)N1CCN(C/C=C/c2ccccc2)CC1	-3.1	i	-1.3
Cc1ccc2c(c1)C1(OCCCO1)C(=O)N2CC(=O)NN	-1.1	i	2.6
CN1CCC(=O)N([C@H](CO)Cc2ccccc2)CC1	-0.9	i	-0.65
Cc1ccc(S(=O)(=O)N(C)CC(=O)N2CCN(Cc3ccccc3)CC2)cc1	5.1	i	0.13
CC(=O)c1ccc(NC(=O)CN2CCOCC2)cc1	-1.2	i	-0.03
C/C=C\C=C/C(=O)Nc1cccc(C2=NOC3(C2)C[C@@H](C(N)=O)N(C(=O)/C=C/C=C\C)C3)c1 (stereo not given in full)	1.2	i	0.48
COC(=O)c1ccccc1NC(=O)C1CCN(C(=O)c2ccc(OC)cc2)CC1	-0.8	i	0.69
O=S(=O)(c1ccccc1)N1CCN(c2ncnc3sc(-c4ccccc4)cc23)CC1	·	i	0.11
Cc1ccc2nc(CNC(=O)C3CCC(=O)N(Cc4ccccc4F)C3)cn2c1 (stereo not given)	-1.0	i	1.1
O=c1c(C(c2ccc(F)cc2)c2c(O)nc3n(c2=O)CCS3)c(O)nc2n1CCS2	-2.5	i	1
COc1ccc(COc2ccc3c(C)cc(=O)oc3c2)cc1	-0.8	i	1.3
Cc1nc2cc(-c3ccccc3)nn2c(C)c1CCC(=O)NCc1ccco1	-1.3	i	0.5
COc1ccc(C)cc1S(=O)(=O)N1CCN(S(=O)(=O)c2cc(C(=O)O)ccc2C)CC1	-1.1	i	0.13
Cc1cc(C(C)(C)C)n2nc(C)c(-c3ccccc3)c2n1	-1.3	i	-0.15
CCC(=O)Nc1ccc(F)c(Cl)c1	-0.2	i	0.19
COc1ccc(C(=O)CSc2nnc(-c3ccco3)c(-c3ccco3)n2)cc1	·	i	1.2
CCOc1ccc(NC(=O)CSc2nc3nc(C)cc(C)n3n2)cc1	-0.3	i	1
CCOc1ccccc1N(C)C(=O)Cn1ncc2c([nH]c3ccc(C)cc32)c1=O	2.1	i	-0.82
O=C(NCCc1ccccc1)c1nc2c(nnn2Cc2ccccc2Cl)c(=O)[nH]1	-0.2	i	-1.2
Cc1cc(NC(=O)CN2CCN(C)CC2)no1	-0.1	i	0.93
COC(=O)c1cc(S(=O)(=O)N(C)C2CCCCC2)c[nH]1	-2.0	i	0.22
CCOC(=O)CC1C(=O)NCCN1C(=O)c1ccc(F)cc1F (stereo not given)	-1.1	i	0.15
Cc1cccc(C(=O)Nc2sc(C)c(-c3ccccc3)c2C#N)c1	-0.9	i	2
NS(=O)(=O)c1ccc(S(=O)(=O)N(Cc2ccccc2F)CC2CCCO2)cc1 (stereo not given)	-1.1	i	-0.44
CC1CCN(C(=O)CN(Cc2ccccc2)S(C)(=O)=O)CC1	-1.1	i	-1.5
O=C(O)/C=C/C(=O)N1CCN(Cc2ccc3c(c2)OCO3)CC1	-0.6	i	-0.15
COc1cc(CC(=O)OCn2nnc3ccccc3c2=O)cc(OC)c1OC	-0.3	i	-1.1
O=C(NC1CCCCC1)C1c2ccccc2C(=O)N1Cc1ccco1 (stereo not given)	-0.2	i	-0.15
CCCNC(=O)/C=C/C(=O)O	-1.0	i	-0.46
COc1ccc(/C=C(\C#N)C(=O)OCC(=O)NCc2ccccc2)cc1	-0.2	i	0.6
CCN(CC)S(=O)(=O)c1ccc2oc(C(=O)Nc3ccc(OC)cc3OC)c(C)c2c1	-1.5	i	-1.3
COC(=O)C1=C(C)NC2=C(C(=O)CCC2)C1c1cccc(C)n1 (stereo not given)	-0.6	i	-2.4
Cc1ccn2c(c1)nc(=O)c1cc(S(=O)(=O)N3CCCCC3)ccc12	-0.1	i	0.88
COc1ccc(NC(=O)c2cccnc2SC)cc1OC	1.3	i	-0.34
Cn1c(=O)[nH]c(NC2CCCCC2)c([N+](=O)[O-])c1=O	-0.3	i	-0.56
Cc1ccc(C(C#N)c2ccc(C(=O)c3ccc(F)cc3)cc2)cc1 (stereo not given)	-1.5	-6.4*	0.72
Cc1ccc(S(=O)(=O)N(C)C)cc1NC(=O)c1cccnc1Oc1ccccc1	-1.9	i	0.01
Cc1ccc(OCc2n[nH]c(=S)n2-c2ccc(C)cc2)cc1	-1.8	i	-2.1
COc1ccc(OC)c(/C=C(\NC(=O)c2ccccc2)C(=O)N/N=C/c2ccc(C)s2)c1	-2.6	i	1.7
CCOC(=O)CSc1nnc(-c2ccc3ncccc3c2)n1C	1.1	i	1.1
O=C(O)c1ccccc1C1Nc2ccccc2C(=O)N1CCCN1CCOCC1 (stereo not given)	-0.7	i	-0.18
COc1ccc(C(=O)Nc2c(Cl)cc(Cl)cc2C(=O)N2CCC(C)CC2)cc1	0.2	i	-0.32
CCCOc1ncnc2c1[nH]c1ccc(OC)cc12	0.0	i	0.15
CN(CCN1CCOCC1)C(=O)c1cc(COc2ccc(F)c(F)c2)on1	0.5	i	-0.17

More structures.
compound	STK33 inh	KCNQ2 inh	Kir21 block
CCCNC(=O)COC(=O)c1cc(C)nc2ccccc12	0.2	i	1.1
COc1ccc2ccccc2c1/C=N/NC(=O)c1nnn(-c2nonc2N)c1CN(C)C	1.0	i	-0.19
CC(CNS(=O)(=O)c1ccccc1)(c1ccccc1)N1CCCCC1 (stereo not given)	-1.3	i	0
NC(=O)C1CCN(C2CC(=O)N(Cc3ccc(N4CCCC4=O)cc3)C2=O)CC1 (stereo not given)	-1.4	i	0.62
COC(=O)c1ccc(NC(=O)CSc2nc3ccccc3c(=O)[nH]2)cc1	-1.0	i	1.1
COc1cccc(OC)c1C(=O)NC(=O)Nc1c(C)cccc1C	-3.8	i	0.13
NC(=O)C1CCN(C(=O)c2ccc([N+](=O)[O-])cc2NC(=O)c2cccs2)CC1	0.9	i	-0.18
O=C(CN1C(=O)/C(=C/c2ccccc2F)SC1=S)NC1C=CS(=O)(=O)C1 (stereo not given)	0.5	i	-0.83
CCOC(=O)C1=C(N)Oc2c(oc(CO)cc2=O)C1c1ccc(F)cc1 (stereo not given)	0.9	i	2.6
Cc1cccc(NC(=O)C2=C(O)c3ccccc3N(C)S2(=O)=O)c1	-3.6	i	1.6
CCN1CCN(c2cc(C)nc(-c3ccccc3O)n2)CC1	7.6	i	0.04
O=C1CC(c2cccs2)c2ccc3ccccc3c2N1 (stereo not given)	0.6	i	0.96
CCC(=O)c1ccc(OCC(=O)NCC2(N3CCCCC3)CCCCC2)cc1	-0.8	i	0.1
CCOC(=O)c1c(NC(=S)NC(=O)c2ccco2)sc2c1CCCC2	-1.3	i	-2.2
Cc1c(NC(=O)CN2C(=O)c3ccccc3S2(=O)=O)c(=O)n(-c2ccccc2)n1C	-0.7	i	0.02
Cn1c(N)c(C(=O)COC(=O)C23CC4CC(CC(C4)C2)C3)c(=O)n(C)c1=O	-1.6	i	1.4
Cc1ccc(NC(=O)C2CCN(S(=O)(=O)c3ccc4c(c3)NC(=O)CO4)CC2)cc1C	-1.2	i	-0.95
COc1ccc(NC(=O)C2CC(=O)N/C(=N/N=C/c3ccccc3)S2)cc1 (stereo not given)	-0.4	i	0.71
COc1ccc(S(=O)(=O)NCC2CCCO2)cc1NC(=O)c1ccc(Cl)cc1 (stereo not given)	0.0	i	0.04
O=C(CCCCl)NC(=S)Nc1ccc(CN2CCOCC2)cc1	-1.4	i	-0.08
O=C(Nc1cccc(C(=O)O)c1)/C(=C\c1ccco1)NC(=O)c1ccccc1	-1.3	i	0.62
CCN1C(Nc2ccccc2)=NC[C@@H]1C	-0.8	i	1
CCNC(=O)c1cc(S(=O)(=O)N2CCSCC2)ccc1OC	-0.6	i	0.08
COC(=O)c1ccc(CNS(=O)(=O)c2ccc3ccccc3c2)cc1	1.2	i	-0.32

Three entries drawn at random from the list so far:
compound	STK33 inh	KCNQ2 inh	Kir21 block
Cn1c(N)c(C(=O)COC(=O)C23CC4CC(CC(C4)C2)C3)c(=O)n(C)c1=O	-1.6	i	1.4
CCN1C(Nc2ccccc2)=NC[C@@H]1C	-0.8	i	1
CCC(=O)c1ccc(OCC(=O)NCC2(N3CCCCC3)CCCCC2)cc1	-0.8	i	0.1

Additional results
compound	STK33 inh	KCNQ2 inh	Kir21 block
CC(=O)c1c(N2CCOCC2)nc(=S)n(-c2ccccc2)c1C	-1.6	i	-1.9
Cc1cccc(N(CC(=O)Nc2ccccc2F)S(C)(=O)=O)c1	-0.3	i	0.06
CS(=O)(=O)N1CCN(c2ccccc2NC(=O)c2ccco2)CC1	4.8	i	1.4
CCc1nnc(NC(=O)CSc2nnc(-c3ccc(O)cc3)n2C)s1	-0.2	i	0.9
CCOC(=O)N/N=C(/C)c1cccc(-n2cnnn2)c1	6.5	i	-0.04
CN1C(=S)N(c2ccccc2)C(=O)/C1=C/c1cccs1	-2.6	i	-1.3
CN1CCN(C(=O)CCc2ncc(C(F)(F)F)cc2Cl)CC1	-2.2	i	0.01
COC(=O)CC1c2cc(OC)c(OC)cc2CC(=O)c2cc(OC)c(OC)cc21 (stereo not given)	-0.8	i	-1.8
NC(=O)NCCN1CCN(c2ncc(C(F)(F)F)cc2Cl)CC1	-2.8	i	-1.5
O=C(Cn1cnc2c(nnn2-c2cccc(Cl)c2)c1=O)N1CCCC1	-1.9	i	1.4
CC(c1cccs1)N(Cc1ccco1)C(=S)Nc1ccccc1Cl (stereo not given)	1.1	i	0.06
CC(=O)Nc1ccc(Oc2cc(NC(C)=O)cc([N+](=O)[O-])c2)cc1	1.0	i	-0.22
O=C(c1ccc(Cl)cc1)N(Cc1ccccc1F)N1C(=O)CCCC1=O	-1.1	i	-0.76
CCNS(=O)(=O)c1ccc2c(c1)n(C)c(=O)n2C	0.7	i	0.78
Cc1cccc2cc(C#N)c(SCC#N)nc12	-0.8	i	0.58
C/C(=N\NC(=O)c1ccc(N2CCCC2=O)cc1)c1ccc(O)cc1O	-0.2	i	-0.04
COc1ccc(OC)c(S(=O)(=O)N2CCCC(C(=O)NCCN3CCOCC3)C2)c1 (stereo not given)	-1.5	i	0.32
Cc1ccc(O)c(C(=O)c2cc(C(=O)NCCc3ccccc3)c(=O)n(CCc3ccccc3)c2)c1	-2.3	-7.1*	-0.15
OC[C@H](O)[C@H](O)[C@@H](O)[C@@H](O)[C@@H]1SC(c2ccccc2)=NN1c1ccccc1	0.4	i	-0.45
Cc1ncc(CO)c(/C=N/NC(=O)c2ccccc2Br)c1O	1.5	i	0.01
Cc1ccc(C(=O)Nc2ccc3c(c2)OCCO3)c(C)c1	2.7	i	1.9
C=CCNC(=O)/C(=C\c1ccco1)NC(=O)c1ccco1	-0.5	i	-0.26
Cc1ccc(Nc2cc(C)nc3nnnn23)cc1	-0.5	i	-1.5

Hits appear at their usual frequency; about 1.9% have a hit in one of these screens.
